# TRHR agonist – activates the human TRH receptor. P34981. TRHR cells, calcium flux fluo-8, FDSS agonist mode. activation, % at 2 µM. 360,000 tested, 0.18% active. AID 493084; in the data active means activation above about 30%; further: 0% is about no effect
#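 Steps: seed TRHR cells overnight; add fluo-8 no-wash Ca dye, RT 30 min–1.5 h; record 10 s baseline; pin-transfer compounds; monitor fluorescence 1 cycle/s for the agonist window. Calcium increases flag candidate agonists.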
# D2 antag – D2 dopamine receptor (human) antagonism; 340,000 tested, 2% active; inhibition, % at 10 µM; HEK293 TREx D2 cells, calcium flux, dopamine EC80; in the data active means inhibition above about 30%; further: 0% is about no effect
# Target sequence (P14416 whole entry, looked up): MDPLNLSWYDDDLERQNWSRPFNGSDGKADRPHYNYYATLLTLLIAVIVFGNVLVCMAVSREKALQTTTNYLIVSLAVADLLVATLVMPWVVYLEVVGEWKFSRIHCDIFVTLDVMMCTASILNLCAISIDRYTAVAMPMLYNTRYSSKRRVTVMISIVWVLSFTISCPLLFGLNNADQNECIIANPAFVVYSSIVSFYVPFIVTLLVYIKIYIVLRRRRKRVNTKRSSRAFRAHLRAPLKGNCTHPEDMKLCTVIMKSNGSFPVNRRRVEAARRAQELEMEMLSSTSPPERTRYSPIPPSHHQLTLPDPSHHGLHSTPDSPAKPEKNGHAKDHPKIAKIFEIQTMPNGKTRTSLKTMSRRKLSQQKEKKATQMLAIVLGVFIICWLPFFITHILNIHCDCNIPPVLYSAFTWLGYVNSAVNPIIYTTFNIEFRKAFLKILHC
#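 Inhibition of EC80 dopamine-driven calcium flux, recorded kinetically, defines activity here; cells are a tetracycline-induced HEK293 T-REx line expressing force-coupled D2.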
# TRHR enhancer – allosterically enhances the human TRH receptor; P34981; TRHR cells, fluo-8 calcium fluorescence, EC20 TRH enhancement; enhancement, % at 2 µM; 360,000 tested, 0.66% active; in the data active means enhancement above about 30%; further: 0% is about no effect
#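 TRHR-expressing cells loaded with fluo-8 calcium dye were read kinetically (ex 480/em 530) during compound addition, then stimulated with an EC20 of TRH (10 nM final). Enhancement of the Gq-mediated intracellular calcium response was scored.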
# USP1-UAF1 inh – blocks the human USP1/UAF1 deubiquitinase complex; 390,000 tested, 0.23% active; O94782; Potency, µM (top dose mostly 57.1 µM), inactives show at the top dose activity change, negative = inhibition, hits mostly inhibitors; recombinant USP1/UAF1, Ub-Rhodamine cleavage fluorescence; AID 743255; further: potency means the concentration at half of the fitted maximal effect; on the % scale 0 is the no-effect control and ±100 the full control effect; nearly all actives have a fitted effect of over 60% in size; inactives centre near -12
#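 1 nM enzyme complex + cpd, 15 min RT; start with Ub-Rho 150nM final; kinetic fluorescence ex 480/em 540, 6 reads q60 s. Buffer 50mM HEPES pH 7.8, 0.5mM EDTA, 0.1 mg/ml BSA, 1mM TCEP, 0.01% Tween-20.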
# TrxR1 substrate – substrates of rat thioredoxin reductase 1; AID 588456; O89049; 390,000 tested, 0.01% active; Potency, µM (series often up to 114 µM), for inactives: at the highest dose activity change, negative = substrate turnover; purified TrxR1 substrate turnover, NADPH consumption readout; further: potency means the concentration at half of the fitted maximal effect; on the % scale 0 is the no-effect control and ±100 the full control effect; nearly all actives have a fitted effect of over 50% in size
# Target sequence (O89049 whole entry, looked up): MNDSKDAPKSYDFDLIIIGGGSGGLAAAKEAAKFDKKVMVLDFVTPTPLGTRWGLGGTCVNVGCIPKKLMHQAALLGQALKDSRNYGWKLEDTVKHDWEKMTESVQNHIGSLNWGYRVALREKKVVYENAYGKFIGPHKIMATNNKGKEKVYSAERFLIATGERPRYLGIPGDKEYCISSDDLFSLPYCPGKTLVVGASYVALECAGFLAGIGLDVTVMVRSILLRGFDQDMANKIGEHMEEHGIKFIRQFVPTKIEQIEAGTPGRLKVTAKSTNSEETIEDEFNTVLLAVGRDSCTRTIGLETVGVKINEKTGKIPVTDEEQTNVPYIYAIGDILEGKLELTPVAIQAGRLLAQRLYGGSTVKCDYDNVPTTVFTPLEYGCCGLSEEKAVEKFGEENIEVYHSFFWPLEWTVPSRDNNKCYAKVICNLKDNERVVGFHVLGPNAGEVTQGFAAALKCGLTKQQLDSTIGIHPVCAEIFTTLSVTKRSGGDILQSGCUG
#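 Rat TrxR1, dispensed at 90 nM, was prereduced with 400 uM NADPH (final) for 5 min at ~22 deg C, then incubated with compound 15 min before 400 uM selenite. A first-read NADPH fluorescence drop versus no-compound background flagged substrates.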
# mIDH1 inhibitor – blocks human mutant IDH1 R132H enzyme. IDH1-R132H enzyme, NADPH consumption, diaphorase/resazurin fluorescence. Potency, µM (top dose mostly 76.6 µM), inactives show at the top dose activity change, negative = inhibition, usual class: inhibitors. 390,000 tested, 0.093% active. AID 602179; further: potency means the concentration at half of the fitted maximal effect; on the % scale 0 is the no-effect control and ±100 the full control effect; nearly all actives have a fitted effect of over 65% in size
#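 IDH1-R132H (0.5 ug/mL) preincubated 30 min with compound, then NADPH (0.016 mM) and alpha-KG (2 mM) added; 80 min at RT, pH 7.5. Remaining NADPH coupled via diaphorase/resazurin to fluorescence (540/590 nm); concentration-response curves normalized to no-enzyme control.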
# D2 ag – D2 dopamine receptor (human) agonism | 340,000 tested, 0.53% active | P14416 | activation, % at 2 µM | HEK293 T-REx D2 cells, calcium flux agonist mode | AID 485358;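 active means activation over 3 SD above normal in the single-dose calcium agonist read, cut at about 30% in these data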; further: 0% is about no effect
#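 HEK293 Trex D2 cells, tetracycline-induced, o/n 30 C 5% CO2; no-wash Ca dye, RT 30–90 min; 10-cycle baseline, 23 nl cpd added, kinetic Ca read 180 s; agonist hits = positive Ca response.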
# TrxR1 inh – blocks rat thioredoxin reductase 1. AID 588453. O89049. recombinant rTrxR1, NADPH fluorescence consumption, selenite substrate. 390,000 tested, 1% active. Potency, µM (series often up to 114 µM), inactives show top-dose activity change, negative = inhibition, usual class: inhibitors; further: potency means the concentration at half of the fitted maximal effect; on the % scale 0 is the no-effect control and ±100 the full control effect; nearly all actives have a fitted effect of over 65% in size
#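 Rat TrxR1 (90 nM in the dispensed reagent) was pre-reduced with 400 uM NADPH for 5 min at room temperature, then incubated with compound for 15 min. After 400 uM selenite was added, NADPH fluorescence (Ex 340/Em 450 nm) was followed for 8 min.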
# Pin1 inh – human Pin1 inhibition. Pin1 FP peptide displacement, HiFluor488, 10 min. Potency, µM (top dose mostly 115 µM), inactives show at the top dose activity, negative = inhibition, most hits filed as inhibitors. 390,000 tested, 0.009% active; active means well fitted inhibition curve with a large enough effect in the polarisation, with a control signal flat, not every such curve was filed as active; inconclusive means small, poorly fitted or top-dose-only effect, or effect the other way, or a change in a side signal; inactive means no such curve, though single readings can be large or run the other way; the % refers to the polarisation; further: potency means the concentration at half of the fitted maximal effect; on the % scale 0 is the no-effect control and ±100 the full control effect
# Target sequence (Q13526 whole entry, looked up): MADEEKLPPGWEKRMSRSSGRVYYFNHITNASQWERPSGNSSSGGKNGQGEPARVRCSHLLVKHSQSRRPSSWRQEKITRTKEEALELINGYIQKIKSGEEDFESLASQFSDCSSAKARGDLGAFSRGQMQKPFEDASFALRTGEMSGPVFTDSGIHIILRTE
# * marks the source's active call; other numbers are inactive results; ? = inconclusive; . = no result given; [ ] = remark or other dose. Unless noted, the call rests on the fitted dose curve; in most records, active means well fitted inhibition curve with a large enough effect; inconclusive means small, poorly fitted or top-dose-only effect; inactive means no such curve, though single readings can be large or run the other way. A portion of the library; count on the stated rates, not on these rows.
smiles	D2 ag	D2 antag	TRHR agonist	TrxR1 substrate	mIDH1 inhibitor	Pin1 inh	USP1-UAF1 inh	TrxR1 inh	TRHR enhancer
O=C(NCCNC(=O)c1ccc(Cl)cc1Cl)c1cnccn1	0.4	13	0.0	2%	-2%	-6%	?	4%	-6
CCCCCC(N)=O	0.4	6	-0.4	7%	1%	-8%	-28%	8%	-1
Cc1ccc(C(=O)CSc2nnc(-c3ccccc3)o2)cc1	0.4	6	-0.4	3%	-4%	-11%	1%	18%	2
O=c1cc(CSc2ccc(Cl)cc2)nc(-c2ccccc2)[nH]1	-5.3	3	0.1	-5%	-7%	7%	-2%	11%	5
COc1ccc2nc(NC(=O)Cn3cnc4c(=O)n(C)c(=O)n(C)c43)sc2c1	2.3	-5	-0.4	-1%	-9%	2%	-12%	11%	3
CCN1CCN(CCCNC(=O)CNC(=O)c2nn(-c3ccc(OC)cc3OC)c(=O)c3ccccc23)CC1	0.1	2	0.2	-4%	-2%	-12%	-9%	7%	-7
Fc1ccccc1N1CCN(c2c3c(nc4nncn24)CCC3)CC1	-0.1	.	-1.1	-1%	-13%	0%	-5%	9%	6
O=c1[nH]c2ccccc2nc1/C=C/c1ccc(O)cc1	6.2	-4	22	-7%[57.1 µM]	7%	?	?	-12%[57.1 µM]	9
CCCCn1c(=O)nc2n(-c3ccc(C)cc3)c3ccccc3cc-2c1=O	-2.3	10	-0.6	.	2%	5%	-16%	10%	3
O=C1OC[C@@H]2CCCN2C(=O)[C@@H](CC(=O)N(CCO)Cc2ccccc2)C/C=C\CC[C@H]1Cc1ccc(F)cc1	.	.	.	8%[57.1 µM]	18%	-8%	-31%	17%[57.1 µM]	.
O=C(c1cccc(S(=O)(=O)N2CCc3ccccc32)c1)N1CCN(c2ccccc2)CC1	-0.1	24	0.0	-16%[57.1 µM]	6%	29%	-6%	9%	2
CCOC(=O)Cc1ccc(NC(=O)N(Cc2ccc(CC)cc2)Cc2cn[nH]c2-c2ccc(OC)cc2)cc1	-0.2	.	-0.3	-1%	-13%	1%	?	9%	-8
O=C(O)CN1CCN(Cc2ccccc2Cl)C1=O	-0.1	-2	-1.1	7%	7%	1%	8%	17%	5
Cc1c(C(=O)NCCSc2ccc(Cl)cc2)cccc1[N+](=O)[O-]	-0.7	5	-0.7	-19%	10%	41%[activator]	-7%	-11%	0
CCOC(=O)c1sc(N2C(=O)C(O)=C(C(=O)c3ccco3)C2c2ccc([N+](=O)[O-])cc2)nc1C (stereo unspecified)	.	.	.	-14%	15%	?	?	-16%	.
Cc1ccccc1-c1nc(-c2ccc(NC(=O)c3ccc(Br)o3)cc2)no1	0.7	4	1.0	20%	-2%	51%[activator]	-16%	-1%	10
COCCCNc1ncnc2sc3c(c12)CCC(C)C3 (stereo unspecified)	-1.0	.	-0.5	7%	0%	0%	1%	25%	-3
CCCc1cc2c(cc1NC(=O)c1ccc(C)cc1)OCO2	-1.0	23	0.2	6%	3%	3%	-18%	15%	-5
COC(=O)c1cc(OC)c(OC)cc1NC(=O)c1cccnc1	0.5	4	0.5	.	.	.	.	.	3
COc1ccc(C)cc1S(=O)(=O)N1CCC(C)CC1	0.4	-6	-0.3	5%[57.1 µM]	7%	0%	-15%	10%[57.1 µM]	-8
Cc1nc(NC(=O)C2CC2)sc1C(=O)Nc1ccc(Br)cc1	-0.4	-1	0.1	-5%	-4%	5%	2%	-2%	-9
CC(=O)C1=C(C)Nc2ncnn2C1c1ccc(O)cc1 (stereo unspecified)	-0.6	6	0.1	-11%	8%	-2%	-21%	-17%	1
CN1CCc2c(sc(NC(=O)Cc3ccccc3)c2C(N)=O)C1	5.0	-17	4.5	11%[57.1 µM]	-1%	-2%	-4%	26%[57.1 µM]	-2
CCOC(=O)c1cccc(NC(=O)c2oc3c(c2C)-c2nn(CC)cc2CC3)c1	0.2	.	0.2	-6%	2%	7%	?	9%	1
Cc1ccc(C2C3=C(CCCC3=O)Nc3nc(SCC(=O)NCc4ccco4)[nH]c(=O)c32)cc1 (stereo unspecified)	0.1	7	0.0	50%[activator]	-5%	3%	-21%	-21%	-2

# The closing two records of the part before come first, to join the parts.
smiles	D2 ag	D2 antag	TRHR agonist	TrxR1 substrate	mIDH1 inhibitor	Pin1 inh	USP1-UAF1 inh	TrxR1 inh	TRHR enhancer
CCOC(=O)c1cccc(NC(=O)c2oc3c(c2C)-c2nn(CC)cc2CC3)c1	0.2	.	0.2	-6%	2%	7%	?	9%	1
Cc1ccc(C2C3=C(CCCC3=O)Nc3nc(SCC(=O)NCc4ccco4)[nH]c(=O)c32)cc1 (stereo unspecified)	0.1	7	0.0	50%[activator]	-5%	3%	-21%	-21%	-2
CC1=C(C)CC(C(=O)Nc2nccs2)C(C(=O)O)C1 (stereo unspecified)	1.7	2	0.4	8%	-2%	-13%	?	30%	3
CC(C)(C)C1CCc2onc(C(=O)Nc3sc4c(c3C(N)=O)CCCC4)c2C1 (stereo unspecified)	0.5	.	0.6	-2%	0%	1%	-23%	2%	7
Cc1ccc2c(c1)S/C(=C\c1cccc[n+]1C)N2CCO	0.7	-6	1.2	-5%	-1%	5%	-19%	11%	9
CC(C)C(OC(=O)c1cccc(S(=O)(=O)NCC(F)(F)F)c1)C(=O)NC(N)=O (stereo unspecified)	-7.1	7	-0.2	-20%[57.1 µM]	7%	0%	-15%	7%[57.1 µM]	-1
O=C(NCc1ccccn1)c1ccc(NS(=O)(=O)c2ccccc2)cc1	0.1	-11	-0.6	-3%	2%	-2%	-17%	-7%	-11
COc1cc(-c2noc(C)c2C(=O)NCCCN2CCCC2=O)cc(OC)c1OC	.	.	.	3%	1%	4%	-7%	16%	.
COc1ccc(NC(=O)c2cc3c(=O)n(C)c4ccccc4c3n2C)cc1Cl	-0.5	0	0.1	7%	-9%	-2%	-25%	25%	-5
C/C(=N\NC(N)=O)C1(C)CCCCC1	-0.2	-8	0.2	-2%	8%	6%	-8%	2%	35*
Cc1nc(C)c(-c2ccc(SCC(=O)Nc3ccc(F)cc3F)nn2)s1	-2.2	-28	-0.2	-8%	6%	-2%	-21%	-12%	7
CCOc1ccccc1NC(=O)c1cc2c(=O)[nH]c3ccccc3c2s1	0.5	.	-0.1	12%	.	1%	10%	26%	13
CCN(CC)S(=O)(=O)c1cccc(C(=O)Nc2ccc3c(c2)OCO3)c1	-0.1	-10	0.0	2%	10%	?	-18%	13%	0
COc1ccc(CN(C)CC(=O)Nc2ccc(Cl)cc2C(F)(F)F)c(OC)c1	-0.7	0	0.5	-20%	6%	9%	-11%	-11%	-3
C=C(C)CNC(=S)N/N=C/c1ccc(NC(C)=O)cc1	0.2	-9	0.0	-14%	-13%	-5%	-21%	-22%	3
CC(=O)Nc1ccc(Nc2nc3c(S(=O)(=O)c4ccc(C)c(C)c4)nnn3c3ccccc23)cc1	1.6	-21	-0.1	-9%[57.1 µM]	12%	17%	-1%	-4%[57.1 µM]	7
Nc1nnnn1CC(=O)N/N=C/c1cc([N+](=O)[O-])ccc1Cl	2.0	-12	-0.2	3%[57.1 µM]	-4%	-2%	1%	2%[57.1 µM]	1
CCN1CCN(C(=O)/C=C\C(=O)O)CC1	-0.6	-3	0.7	11%[57.1 µM]	7%	6%	-10%	12%[57.1 µM]	-10
CCOc1ccc2ccccc2c1C(=O)NCC(c1ccc(N(C)C)cc1)N(C)C (stereo unspecified)	0.1	0	-0.2	5%	5%	-8%	-20%	8%	-2
COc1ccc(S(=O)(=O)NCCc2c[nH]c3ccc(C)cc23)cc1	1.0	7	-0.5	-1%	0%	-2%	-21%	16%[11.4 µM]	1
CC(NC(=O)Cn1c(=O)[nH]c2ccsc2c1=O)C12CC3CC(CC(C3)C1)C2 (stereo unspecified)	0.6	-10	-0.2	9%	2%	29%	-3%	12%	-8
CCO[C@@H]1OC(C(=O)N2CCOCC2)=C[C@H](C2CCCCC2)[C@H]1CCCO	-0.1	7	-0.1	-2%	-4%	2%	-7%	-1%	-3
CCC(Sc1nc2cc(OC)c(OC)cc2c2nc(-c3ccccc3)nn12)C(=O)Nc1cccc(C)c1 (stereo unspecified)	-0.2	.	0.7	-4%	-5%	2%	-18%	19%	5
CCN(CC)C(=O)C1CCCN(C(=O)Nc2ccc(NC(=O)N3CCCC(C(=O)N(CC)CC)C3)cc2)C1 (stereo unspecified)	0.7	6	0.5	10%	0%	0%	-19%	14%	1
COc1cccc(C(=O)NCC(=O)OCC(=O)Nc2cc(OC)c([N+](=O)[O-])cc2C)c1	-1.1	10	-0.3	-10%	-1%	1%	2%	-15%	-8
CCOc1cc(/C=N\NC(=O)c2ccc(NC(=O)C(C)(C)C)cc2)ccc1OC(=O)c1ccc(OC)cc1	0.4	-7	0.6	15%[57.1 µM]	12%	0%	-18%	18%[57.1 µM]	6
C=CCn1c(=O)/c(=C/c2ccc(Cl)cc2)s/c1=C(\C#N)c1nnc2n1CCCCC2	.	.	.	-7%	?	18%	-21%	-6%	.
COC(=O)c1[nH]c(C)c(/C(O)=C2\C(=O)C(=O)N(CCN3CCOCC3)C2c2cccs2)c1C (stereo unspecified)	.	.	0.1	-11%	4%	9%	-24%	-17%	9
COCCNC(=O)c1onc(CSc2cccc(OC)c2)c1C(=O)O	0.4	9	-0.2	7%	0%	-1%	-14%	14%	11
CC(=O)c1cc2c(cc1NC(=O)Nc1cccc(Cl)c1)OCCO2	1.1	-4	0.0	4%[57.1 µM]	-2%	-13%	-6%	18%[57.1 µM]	-3
O=C(Nc1nnc(-c2ccccc2)o1)C1CCCN1S(=O)(=O)c1cccs1 (stereo unspecified)	-0.1	6	-0.2	1%[57.1 µM]	0%	-3%	-5%	1%[57.1 µM]	2
CCCC(=O)N1CCN(c2nc3c(OC)ccc(C)c3s2)CC1	0.3	.	-0.8	2%[57.1 µM]	-3%	-11%	-3%	18%[57.1 µM]	-4
